# Screening data deposited in PubChem BioAssay by Broad Institute.
# RAD52 anneal inh – RAD52 (human) annealing inhibition; P43351; recombinant RAD52 DNA annealing, FRET fluorescence; inhibition, % at 18.7 µM; 360,000 tested, 0.46% active; AID 651710;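 active means every replicate showing at least 50% inhibition; inconclusive means mean inhibition at least 50% but not in every replicate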
# E-sel inducer – E-selectin induction on HUVECs. P16581. HUVEC E-selectin immunofluorescence imaging; normalized: neutral wells 0, TNF-alpha wells 100. activation, % at 7.58 µM. 260,000 tested, 0.37% active;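 active means mean E-selectin-positive cell signal at least 10% of the positive control, reached in at least 60% of replicates, without over 20% cell loss; inconclusive means no rule given, readout overlaps actives, possibly toxicity-flagged; inactive means the rest, including those meeting only one limit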;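 further: in these data hits start at about 27%; measured in HUVEC primary endothelial cells; signal is the percent of cells scored E-selectin positive by PE staining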
#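 assay system = HUVEC, human umbilical vein endothelial cells | input = 3,000 HUVEC seeded per well | medium = EGM-2 growth medium on 0.1% gelatin-coated wells | dosing = one compound dose added by pin transfer | signal = immunofluorescence imaging | read-out basis = % PE-positive cells | control set = TNF-alpha, DMSO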
# Xi reactivation – activators of X-chromosome reactivation in mouse fibroblasts | XiGFP mouse fibroblasts, % GFP-positive cells imaging, 3 d; cells co-treated with 5-aza-dC sensitizer; scaled so ellipticine positive control = 100% | activation, % at 7.58 µM | 360,000 tested, 0.055% active;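 active means mean normalized replicate activation at least 10% and every replicate at or above 10%; inconclusive means only one of the two criteria met; inactive means mean below 10% and not all replicates reach 10%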;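 further: 0% = median of on-plate neutral control wells and 100% = ellipticine 6 µM median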
#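 Schedule: 3 d treatment, 15 min room-temperature fixation; system: 68-5-11 XiGFP fibroblast line; buffer or medium: DMEM plus 5-aza-dC sensitizer; control set: ellipticine 6 µM positive control; compound: one concentration, pinned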
# esBAF inh – blocks esBAF chromatin remodeling in mouse ES cells | Bmi1-luciferase knock-in reporter, 24 h; 100% = twice the neutral-well signal | reporter increase, % at 12.5 µM | 350,000 tested, 2% active; in the data active means activation above about 40%; inconclusive means no clear call, values can overlap the other calls;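 further: 0% = median of the plate's neutral control wells and 100% = double that signal; a rise in the Bmi1 reporter signal indicates esBAF inhibition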
# S100A4 inh HTS – blocks human S100A4 binding to myosin IIA peptide; P26447; S100A4/TAMRA-MyoIIA peptide fluorescence polarization; inhibition, % at 10.7 µM; 360,000 tested, 0.14% active; AID 652163;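 active means mean inhibition of at least 70% across replicates, with every replicate also reaching that level; inconclusive means mean inhibition reaches 70% but some replicates fall short; inactive means mean inhibition below 70%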
# Target sequence (P26447 whole entry, looked up): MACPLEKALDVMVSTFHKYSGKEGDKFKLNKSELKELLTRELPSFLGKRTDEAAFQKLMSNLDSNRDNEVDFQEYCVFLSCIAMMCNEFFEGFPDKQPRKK
#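 Assay system: human S100A4 monomer with TAMRA-labelled myosin IIA peptide / Buffer or medium: Calcium-containing HEPES buffer, pH 7.2 / Reagent: TAMRA-labelled myosin IIA heavy-chain peptide probe, 5 nM / Compound: one dose per compound / Timing: polarization read 5 min after assay mix addition, stable 5–60 min / Benchmarks: neutral control DMSO, positive control TFP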
# RAD54 inh – blocks human RAD54 Holliday junction branch migration; FAM/BHQ fluorescence; AID 602329; inhibition, % at 10.4 µM; Q92698; 360,000 tested, 0.14% active;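 active means mean normalized replicate activity at least 40 and at least half of replicates scoring 40 or more; inconclusive means only one of the two criteria met; inactive means mean below 40 and under half of replicates reaching 40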;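 further: 0% = median of neutral control wells and 100% = median of positive control wells; inhibitors cause a drop in the FAM fluorescence signal; in these data hits start at about 50%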
# Target sequence (Q92698 whole entry, looked up): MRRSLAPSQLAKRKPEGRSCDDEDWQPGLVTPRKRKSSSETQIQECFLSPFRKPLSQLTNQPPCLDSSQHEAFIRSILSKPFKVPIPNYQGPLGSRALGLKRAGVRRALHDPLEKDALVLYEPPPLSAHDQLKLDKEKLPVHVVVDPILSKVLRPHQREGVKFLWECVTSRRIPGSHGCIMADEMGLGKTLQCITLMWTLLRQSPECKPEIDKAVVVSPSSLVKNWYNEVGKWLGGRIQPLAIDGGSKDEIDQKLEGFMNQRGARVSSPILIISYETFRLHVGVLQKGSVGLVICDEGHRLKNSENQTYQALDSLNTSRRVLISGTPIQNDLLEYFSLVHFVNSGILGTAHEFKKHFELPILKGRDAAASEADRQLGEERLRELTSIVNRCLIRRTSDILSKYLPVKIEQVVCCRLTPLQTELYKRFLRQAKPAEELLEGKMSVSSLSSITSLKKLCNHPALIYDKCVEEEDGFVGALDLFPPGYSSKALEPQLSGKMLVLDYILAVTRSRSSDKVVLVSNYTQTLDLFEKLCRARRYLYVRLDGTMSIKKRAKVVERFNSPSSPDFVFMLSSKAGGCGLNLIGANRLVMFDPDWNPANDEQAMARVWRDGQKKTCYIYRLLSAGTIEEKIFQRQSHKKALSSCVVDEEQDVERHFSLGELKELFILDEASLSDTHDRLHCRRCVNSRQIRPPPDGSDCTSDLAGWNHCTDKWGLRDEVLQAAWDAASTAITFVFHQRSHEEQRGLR
# ERAP1 inh – blocks human ERAP1 aminopeptidase activity | 340,000 tested, 0.15% active | AID 652197 | inhibition, % at 10.7 µM | Q9NZ08 | recombinant ERAP1, Leu-AMC fluorescence, 60 min;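 active means mean replicate inhibition of at least 30%, or all replicates individually reaching that 30% level; inactive means mean below 30% and not every replicate reaching it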;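 further: 0% = neutral control wells and 100% = L-leucinethiol positive control wells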
# ERp5 inh – inhibitors of human ERp5; Q15084; ERp5 insulin aggregation, absorbance 650 nm, 90 min; inhibition, % at 9.99 µM; 350,000 tested, 0.05% active; AID 651711;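 active means mean replicate inhibition above about 25%, with every replicate also reaching it, limit read from the data, passing the limit was not always enough; inconclusive means only one of those two criteria met; inactive means neither criterion met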
# * marks the source's active call; other numbers are inactive results; ? = inconclusive; · = not tested or not shown.
Compound	RAD52 anneal inh	E-sel inducer	Xi reactivation	esBAF inh	S100A4 inh HTS	RAD54 inh	ERAP1 inh	ERp5 inh
C[C@@H]1CCCCO[C@@H](CN(C)C(=O)C2CCCCC2)[C@@H](C)CN([C@H](C)CO)C(=O)c2cc(NC(=O)CCCCCC(=O)Nc3ccccc3N)ccc2O1	-2	0.3	-0.5	-3	103*	6	-7	-1
COc1ccc(-c2cc(C)no2)cc1S(=O)(=O)N(C)c1cccc(C)c1	-10	·	0.0	-3	5	-15	-2	-2
O=S(=O)(c1ccccc1)N1N=C(c2ccccc2)CC1c1ccccc1 (configuration not stated)	-18	·	0.0	·	-2	·	-2	-1
C[C@H]1CN([C@@H](C)CO)C(=O)c2cccc(NC(=O)c3cnccn3)c2O[C@H]1CN(C)C(=O)NC1CCCCC1	-4	-0.1	0.2	1	13	1	-3	1
C[C@@H]1CCCCO[C@@H](CN(C)Cc2ccc(C(F)(F)F)cc2)[C@@H](C)CN([C@@H](C)CO)C(=O)c2cc(NS(=O)(=O)c3ccc(Cl)cc3)ccc2O1	8	0.0	-0.2	-2	-1	3	2	-3
CCOC(=O)N1CCC(N(CCN(C)C)C(=S)Nc2cc(C)cc(C)c2)CC1	-3	-2.1	0.4	·	1	·	2	5
COC(=O)C[C@@H]1CC[C@H]2[C@@H](COc3ccc(NS(=O)(=O)c4cccc(F)c4)cc3C(=O)N2C)O1	6	0.0	0.2	4	27	-10	2	1
O=C(CSc1ccc(-c2cccnc2)nn1)Nc1ccccc1	-5	0.6	1.1	4	-6	7	2	6
C[C@H]1CN([C@@H](C)CO)C(=O)Cc2cc(NC(=O)Nc3ccc4c(c3)OCO4)ccc2O[C@H]1CN(C)S(=O)(=O)c1cccs1	·	-3.3	0.1	8	·	3	·	·
Cc1cc(OCc2cc(C(=O)N3CCCCCC3)no2)cc(C)c1Cl	-4	-0.3	0.1	48*	1	-26	-1	3
COc1ccc(NC(=O)CCCCC(=O)Nc2ccc(OC)cc2OC)c(OC)c1	-6	-0.4	0.0	-7	-7	0	·	-2
CC(=O)Nc1ccc(S(=O)(=O)NCCC(=O)OCC(=O)NCc2ccccc2)cc1	-4	-0.1	-0.6	-8	-5	3	-1	-2
COc1cccc(C2NC(=O)c3ccccc3O2)c1OCc1ccccc1F (configuration not stated)	-1	0.2	0.0	-8	0	2	3	2
c1ccc(-c2csc(-n3cccn3)n2)cc1	0	·	0.0	·	-1	·	4	1
O=[N+]([O-])c1cccc(S(=O)(=O)Nc2ccc(S(=O)(=O)NCC3CCCO3)cc2)c1 (configuration not stated)	-5	0.8	-0.1	-9	1	-8	2	13
C=CCN(C(=O)c1csnn1)C(C(=O)NC1CCCC1)c1ccccc1F (configuration not stated)	-9	·	0.2	-3	-5	-1	-3	5
CSc1cccc(NC(=O)C(=O)NCc2ccccc2)c1	1	0.3	0.1	·	-10	6	·	4
Cc1ccc2nc(NC(=O)c3ccc4ncsc4c3)sc2c1	-74	0.6	0.2	33	-1	6	2	0
O=C(NC1CCNCC1)C1CCCCC1	-12	·	-0.2	-5	-1	3	0	1
CC(NC(=O)c1c(N)[nH]c(C(=O)c2ccc(Cl)cc2)c1-c1ccc(Br)cc1)c1cccc2ccccc12 (configuration not stated)	-9	-0.2	0.9	·	-4	·	-3	2
O=C(Nc1ccc([N+](=O)[O-])cc1)C(=O)Nc1cccc(C(=O)O)c1	-7	·	-0.1	-89	-2	-2	1	-3
COc1ccc2c3c([nH]c2c1)[C@@H](CO)N(C(=O)CC1CC1)CC31CCN(Cc2cccnc2)CC1	6	0.2	0.2	·	0	·	2	-7
C[C@H]1CN([C@@H](C)CO)S(=O)(=O)c2ccc(-c3cncnc3)cc2O[C@H]1CN(C)Cc1ccccn1	-2	·	·	-5	3	0	0	5
CCN(Cc1cnn(C)c1)C(=O)c1ccc2nc(Cc3cccc(Cl)c3)oc2c1	-4	0.6	0.0	9	1	4	3	7
CCO[C@@H]1OC(C(=O)O)=C[C@H](c2coc3ccccc3c2=O)[C@H]1CCCO	-11	-0.1	-0.1	-1	-5	-14	1	3
O=C(C[C@@H]1C[C@H]2c3cc(NC(=O)c4ccc5c(c4)OCO5)ccc3O[C@H]2[C@H](CO)O1)NCc1cccnc1	8	-0.3	0.1	4	37	-3	-3	-1
CS(=O)(=O)N1[C@H](C#N)[C@@H](c2ccccc2-c2ccc(F)cc2)[C@@H]1CO	-9	0.1	0.2	·	31	·	3	-1
CCN1C(=O)[C@H]2[C@@H](c3ccc(SC4CCCCC4)cc3)N[C@@](CC(C)C)(C(=O)OC)[C@H]2C1=O	-8	-0.2	-0.3	8	-39	4	-5	0
C[C@@H]1CCCCO[C@@H](CN(C)Cc2ccccc2)[C@@H](C)CN([C@@H](C)CO)C(=O)c2cc(NC(=O)Nc3ccc4c(c3)OCO4)ccc2O1	42	-0.1	0.0	-2	-21	-7	1	-3
NC(=O)NC(CC(=O)Nc1cccnc1)c1cccc(Br)c1 (configuration not stated)	-19	0.6	0.2	-2	-1	7	-3	0
COc1ccc(-n2nc(C(=O)NCC(=O)N3CCC(C)CC3)c3ccccc3c2=O)cc1Cl	-8	·	0.4	47*	-1	5	-1	-2
Cc1occc1C(=O)NC1CCCN(Cc2ccc(CC(C)C)cc2)C1 (configuration not stated)	-100	-0.1	-0.1	4	-8	-2	-2	1
O=C(O)c1cc(S(=O)(=O)Nc2cccc3ccccc23)c(Cl)cc1Cl	-11	·	-0.1	-3	-8	2	-4	3
O=C(NCc1cccnc1)C1c2ccccc2C(=O)N1Cc1ccco1 (configuration not stated)	-5	·	·	·	4	·	0	4
CCCNC(=O)N1CC2(C1)CN(C(=O)CC)[C@H](CO)c1c2c2ccc(OC)cc2n1C	5	0.3	0.4	·	1	·	0	2
O=c1cc(N2CCc3ccccc3C2)[nH]c(=O)n1-c1ccccc1Cl	-56	2.3	0.0	-8	-4	-7	5	-2
Cc1nc(N2CCN(c3ccccn3)CC2)c2c(C)c(C(=O)Nc3ccc(Br)cc3C)sc2n1	-17	·	0.0	7	0	2	2	5
COCCCNC(=O)CSc1nc2c(sc(=S)n2-c2cc(Cl)ccc2OC)c(=O)[nH]1	-17	46*	0.2	-2	3	2	0	-6
COc1ccc(CCNC(=O)CN(CCc2ccccc2)S(C)(=O)=O)cc1	-2	1.5	0.0	1	7	·	1	-2
O=C(COC(=O)/C=C/c1cccc(C(F)(F)F)c1)Nc1cccc(S(=O)(=O)NC2=NCCC2)c1	-7	-0.1	0.2	-1	-3	-7	-3	0
Cc1cccc(S(=O)(=O)NC(=O)C2(C)CCN2C(=O)CCC2CCCC2)c1 (configuration not stated)	-5	-0.3	-0.2	-1	1	3	-1	1
CNS(=O)(=O)c1ccc2c3c(cccc13)C(=O)N2C	-31	·	0.0	-26	1	5	-4	4
C/C=C/c1cnc2c(c1)C(=O)N([C@H](C)CO)C[C@H](C)[C@@H](CN(C)C(=O)C1CCCCC1)O2	0	1.8	-1.1	0	10	-10	1	-3
CCc1ccc(NC(=O)CN(C(=O)N2CCN(CC)CC2)S(=O)(=O)c2ccc(C)cc2)cc1	6	0.4	0.0	5	3	2	-3	9
COCC(=O)N1[C@@H](C#N)[C@@H](c2ccccc2C2=CCCCC2)[C@@H]1CO	-9	-0.1	0.0	·	0	·	1	-4
CCN1CCN(S(=O)(=O)c2ccc3c4c(cccc24)C(=O)N3CC)CC1	-10	·	-0.1	2	1	-11	-4	-2
O=C(Nc1ccc(C(=O)N2CCN(c3ccccn3)CC2)cc1)c1ccc(Br)o1	-25	-0.1	0.0	3	3	-6	3	-2
CC(=O)c1cccc(NC(=O)CC2S/C(=N/N=C3CCCCCC3)NC2=O)c1 (configuration not stated)	-14	·	0.6	·	-10	9	-3	-14
COc1cc(NC(=O)c2cc(S(=O)(=O)N3CCCCC3)ccc2N2CCOCC2)cc(OC)c1	-18	·	0.0	-3	-1	-11	0	2
CC1CCCCC1NC(=O)COC(=O)c1ccc2c(=O)n3c(nc2c1)CCC3 (configuration not stated)	-6	·	0.0	3	-2	3	1	0
O=C(Nc1ccc(NC(=O)C2CC2)cn1)c1ccccc1	-14	·	0.1	-27	0	-2	2	1
COCCN1C=C(C(=O)OC)C(c2ccc(OC)c(OC)c2)C(C(=O)OC)=C1	-18	·	·	4	-4	8	-6	-1
CC(C)C[C@H](NC(=O)c1ccc(OC2CCN(C(=O)C3CC3)CC2)cc1)C(N)=O	7	-0.2	0.0	·	-2	·	1	2
CC(C)Oc1ccc(/C=N/NC(=O)c2ccc(N(Cc3ccccc3)S(C)(=O)=O)cc2)cc1	-6	-0.7	0.0	·	-5	·	3	1
COc1ccc(/C=N/NC(=S)Nc2cccc(C(=O)O)c2)cc1	-1	·	-0.1	·	-3	·	-3	2
C[C@@H]1CN([C@@H](C)CO)C(=O)Cc2cc(NC(=O)Nc3ccc(C(F)(F)F)cc3)ccc2O[C@@H]1CN(C)CC1CC1	-1	4.5	-0.8	-4	4	6	0	1

# More results:
Compound	RAD52 anneal inh	E-sel inducer	Xi reactivation	esBAF inh	S100A4 inh HTS	RAD54 inh	ERAP1 inh	ERp5 inh
CC(OC(=O)Cc1ccc(F)cc1)C(=O)N1CCc2ccccc21 (configuration not stated)	-8	0.0	0.0	·	-2	-17	2	3
O=C(COC(=O)C1CC(=O)N(Cc2ccco2)C1)Nc1ccc(F)cc1F (configuration not stated)	-13	-2.2	-0.1	0	-2	-3	-1	-1
C[C@H]1CN([C@@H](C)CO)C(=O)Cc2cc(NC(=O)Cc3cn(C)c4ccccc34)ccc2O[C@H]1CN(C)CC1CCCCC1	-23	4.0	-0.7	2	10	5	0	7
C#Cc1ccc([C@H]2C=C(C(=O)Nc3ccccc3)O[C@@H](OCc3ccc(CO)cc3)C2)cc1	-51	·	·	13	-11	2	0	1
COCCNc1c2c(nc3c(-c4ccccc4)c(C)nn13)CCC2	5	0.2	0.0	·	-2	2	-1	6
Cc1ccc(OCC(=O)N/N=C\c2cccn2C)c([N+](=O)[O-])c1	-8	·	0.1	?	-4	6	2	1

# Single records, as listed above. Screens in order: RAD52 anneal inh, E-sel inducer, Xi reactivation, esBAF inh, S100A4 inh HTS, RAD54 inh, ERAP1 inh, ERp5 inh
# O=C(CSc1ccc(-c2cccnc2)nn1)Nc1ccccc1 is listed as -5, 0.6, 1.1, 4, -6, 7, 2, 6
# C/C=C/c1cnc2c(c1)C(=O)N([C@H](C)CO)C[C@H](C)[C@@H](CN(C)C(=O)C1CCCCC1)O2 is listed as 0, 1.8, -1.1, 0, 10, -10, 1, -3
# O=C(Nc1ccc(NC(=O)C2CC2)cn1)c1ccccc1 is listed as -14, ·, 0.1, -27, 0, -2, 2, 1
